Bioassay records from PubChem BioAssay.
TDP1 block: TDP1 (human) enzyme inhibition. Potency, µM (top dose mostly 130 µM), for inactives: at the top dose activity change, negative = inhibition, usual class: inhibitors. recombinant TDP1, AlphaScreen DNA substrate cleavage. 350,000 tested, 0.28% active. Q9NUW8; also: nearly all actives have a fitted effect of over 40% in size
Target sequence (Q9NUW8 whole entry, looked up): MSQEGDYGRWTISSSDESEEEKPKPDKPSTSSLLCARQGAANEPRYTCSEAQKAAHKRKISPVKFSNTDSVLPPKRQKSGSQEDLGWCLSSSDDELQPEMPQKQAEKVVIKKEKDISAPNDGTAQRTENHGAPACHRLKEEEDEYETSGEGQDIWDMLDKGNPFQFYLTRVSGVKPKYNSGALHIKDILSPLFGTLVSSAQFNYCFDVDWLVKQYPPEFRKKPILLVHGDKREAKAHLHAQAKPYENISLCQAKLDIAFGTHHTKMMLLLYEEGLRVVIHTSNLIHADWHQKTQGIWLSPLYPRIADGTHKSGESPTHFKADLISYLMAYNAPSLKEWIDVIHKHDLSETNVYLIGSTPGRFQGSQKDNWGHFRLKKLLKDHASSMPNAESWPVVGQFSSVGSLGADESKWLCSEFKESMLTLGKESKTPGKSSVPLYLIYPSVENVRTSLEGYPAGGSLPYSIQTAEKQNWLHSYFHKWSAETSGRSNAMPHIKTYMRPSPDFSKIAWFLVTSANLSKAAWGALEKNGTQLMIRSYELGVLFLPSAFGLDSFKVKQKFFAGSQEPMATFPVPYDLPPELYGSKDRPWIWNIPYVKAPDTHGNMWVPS
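Recombinant E. coli-expressed Tdp1 (1 nM) preincubated with compound 15 min at RT, then 5'-biotin/3'-phosphotyrosine-FITC DNA substrate (15 nM) added for 5 min. AlphaScreen beads (10 ug/ml) added, 10 min RT; tyrosine-FITC cleavage read as signal loss.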
N370S GC mod: inhibits or activates N370S mutant glucocerebrosidase; 330,000 tested, 0.092% active; N370S GC spleen homogenate, 4MU-glucoside fluorescence; Potency, µM (titrated, usually from 59.4 µM), inactives show at the highest dose activity change, negative = inhibition, most hits filed as inhibitors; AID 2101;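 also: 0% = full enzyme activity and -100% = no enzyme basal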
FEN1 inh: human FEN1 inhibition. P39748. Recombinant FEN1 flap cleavage, fluorescence, 15 min. Potency, µM (titrated, usually from 114 µM), for inactives: top-dose activity change, negative = inhibition, most hits filed as inhibitors. 390,000 tested, 0.35% active. AID 588795; also: nearly all actives have a fitted effect of over 65% in size
Target sequence (P39748 whole entry, looked up): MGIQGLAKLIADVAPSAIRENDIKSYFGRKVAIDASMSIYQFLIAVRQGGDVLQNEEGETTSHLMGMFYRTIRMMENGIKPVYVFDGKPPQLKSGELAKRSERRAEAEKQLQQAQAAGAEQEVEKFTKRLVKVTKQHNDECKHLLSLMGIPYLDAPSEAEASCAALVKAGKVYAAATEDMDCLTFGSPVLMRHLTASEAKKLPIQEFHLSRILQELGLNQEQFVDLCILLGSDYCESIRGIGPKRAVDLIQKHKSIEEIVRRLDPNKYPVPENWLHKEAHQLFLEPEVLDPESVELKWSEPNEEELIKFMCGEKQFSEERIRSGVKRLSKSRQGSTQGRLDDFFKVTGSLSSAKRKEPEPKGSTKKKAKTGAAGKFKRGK
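Reaction started by adding substrate (50 nM final) to 10 nM enzyme after 15 min room-temperature compound preincubation. Reads at 0 and 15 min, with data normalized and fitted to a four-parameter Hill equation.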
Numbers without * were called inactive; ? = inconclusive; . = not tested or not shown; & = joins results of further samples; [ ] = another dose, or the depositor's remark. Calls follow the shape of the dose curve; as a rule, active = well fitted curve in the direction sought with a large enough effect; inconclusive = small, poorly fitted or top-dose-only effect, or another doubt; inactive = no such curve, though single readings can be large; an effect the other way counts as inactive or inconclusive. Unless noted, % is scaled to controls: 0 for no effect and ±100 for the full control effect; potency is read from the fitted curve at half-maximal effect.

SMILES | TDP1 block | N370S GC mod | FEN1 inh
O=C(CC(Sc1ccc(Br)cc1)C(=O)O)c1ccc(F)cc1 (stereo not given) | . | 0% | -9%
CCN(c1cccc(C)c1)S(=O)(=O)c1cccc2nsnc12 | 5% | 0% | 9%
Cc1ccc(CC(=O)NCc2ccc3c(c2)OCO3)cc1 | 0% | -11% | 9%
CN(C)N1C(N)=C(C#N)C(c2ccc(F)cc2)C2=C1CCCC2=O (stereo not given) | . | -1% | 17%
Cc1ccc(NC(=O)CC2Oc3ccc(C)cc3NC2=O)c(C)c1 (stereo not given) | 6% | -10% | 18%&-6%
COc1ccc(-c2nc3ccc(NS(=O)(=O)c4ccc(Cl)cc4)cc3o2)cc1 | 4% | . | -16%
O=c1c2c3c(sc2n(CCN2CCCC2)c(=O)n1Cc1ccco1)CCCCC3 | 12% | -11% | -10%
COc1cc2c(cc1OC)CN(C(=O)c1ccc3nc[nH]c3c1)CC2 | 6% | -1% | -17%
CC(C)(C)NC(=O)C(=O)NNC(=O)c1cccc([N+](=O)[O-])c1 | -5% | 0% | 1%
COC(=O)c1cc(-c2ccc(S(=O)(=O)N3CCCC3)cc2)c(C(F)(F)F)s1 | -6% | -4% | -14%
Cc1ccc(Cn2c(CCCNC(=O)c3ccco3)nc3ccccc32)cc1 | 11% | . | 7%
C=CCOc1ccccc1CNc1ccc2c(c1)OCCO2 | 5% | -6% | -15%
Cc1cc(C)n(CCc2nc(-c3ccc(F)cc3)cs2)n1 | -1% | -1% | -16%
CCOC(=O)C1CCN(S(=O)(=O)c2ccc(C(=O)OC)cc2)CC1 | 2% | -5% | 2%
CC(=O)c1cccc(NC(=O)c2nccnc2C(=O)O)c1 | 5% | 6% | -17%
COc1ccc(C2=CSC3=C(C(=O)c4cccc(S(=O)(=O)N(C)C)c4)CCN23)cc1 | 2% | -5% | 6%
CSCCC(NC(=O)COc1ccccc1)C(=O)N1CCOCC1 (stereo not given) | 0% | . | -9%
O=C(Nc1ccc(C(F)(F)F)cc1)C1CCCCN1S(=O)(=O)c1ccccc1 (stereo not given) | -7%[56.1 µM] | . | -28%
CCCN1C(=O)c2[nH]nc(-c3ccc(F)cc3)c2C1c1ccccn1 (stereo not given) | 9% | . | -3%
O=C(NCCC1CCCCN1S(=O)(=O)c1ccccc1)C(=O)Nc1ccc(F)cc1F (stereo not given) | 0% | 1% | -10%
COc1ccccc1CNC(=O)C1(c2cccs2)CCOCC1 | 0% | . | 20%
Cc1cc(OCC(=O)Nc2ccc3c(c2)OCCO3)cc(C)c1Cl | 0% | 13% | -6%
Cc1ccc(S(=O)(=O)NC(CC(C)C)C(=O)N2CCC(C)CC2)cc1 (stereo not given) | 3% | -22% | -4%
O=C(NCCc1ccccc1)C(=O)NCC(c1ccco1)S(=O)(=O)c1ccccc1 (stereo not given) | 3% | . | 24%
O=C(CCS(=O)(=O)c1nc(-c2cccs2)cc(C(F)(F)F)n1)Nc1ccc(F)c(Cl)c1 | 6% | . | 1%
CCCN1C(=O)C(Cc2nc3ccccc3c(=O)n2CC)c2ccccc21 (stereo not given) | -5% | . | 14%
CN(C)/C=N/c1ncc(C(=O)c2ccc3ccccc3c2)s1 | 2% | -9% | -10%
Cc1ccc(C)c(NC(=O)CSc2nnc([C@@H]3CCCN3C(=O)OC(C)(C)C)o2)c1 | 3% | -5% | 3%
C=CCNc1nc(N)c([N+](=O)[O-])c(Nc2ccccc2OC)n1 | . | -4% | -16%
CCC(=O)N1CCc2cc(CNS(=O)(=O)c3ccccc3F)ccc21 | 8% | . | -7%
COc1ccc(S(=O)(=O)N2CCOCC2)cc1NC(=O)CCc1cc(OC)c(OC)c(OC)c1 | 1% | . | -3%
Cc1ccc(S(=O)(=O)N2C(=O)CCC2C(N)=O)cc1 (stereo not given) | 6% | 3% | 1%
O=C1N(Cc2cccnc2)C[C@@H]2C[C@@H](c3ccc4nsnc4c3)N3CCC[C@@]123 | . | -7% | 10%
COCCn1c(SCC(=O)Nc2ccc(N3CCOCC3)cc2)nc2ccccc21 | -3% | 9% | -6%
COc1ccccc1OCC(=O)Nc1c2c(nn1-c1ccccc1)CS(=O)(=O)C2 | -18% | -8% | -10%
COc1ccc(C(=O)n2c(SC)nc3cc4c(cc32)OCCO4)cc1 | 7% | -1% | -18%
C=CCOc1cccc(/C=N/NC(=O)C(=O)NCc2ccco2)c1 | 6% | 6% | -3%
COc1ccnc(CSC(N)=Nc2ccccc2OC)c1 | 2% | 13% | 0%
CCCOC(=S)Nc1ccccc1 | -2% | 3% | -1%
Cc1csc(NC(=O)CNC(=O)OCc2ccccc2)n1 | -2% | -18% | -3%
COc1cccc(Oc2cn[nH]c2-c2ccc(O)cc2O)c1 | 7% | -20% | 0%
O=c1c2c(C(F)(F)F)cc(C(F)(F)F)nc2[nH]n1-c1ccccc1 | 9% | -8% | -2%
Cc1ccc(CNc2ccc([N+](=O)[O-])cc2C(N)=O)cc1 | 0% | -3% | -4%
Cc1ccc(CNS(=O)(=O)c2cc(F)ccc2CN2C(=O)c3cccnc3C2=O)o1 | 6% | 14% | 5%
CCn1c(Cc2ccccc2)nnc1SCC(=O)Nc1nc2ccccc2s1 | 2% | -7% | 9%
COc1ccc(NC(=O)Cn2c3ccccc3c3nc4n(c(=O)c32)CCS4)cc1OC | -2% | -11% | -8%
COc1ccc([N+](=O)[O-])cc1NC(=O)C(C)OC(=O)C1CCCC1 (stereo not given) | 0% | -6% | -14%
Cc1ccc(CNS(=O)(=O)c2ccc(C(C)(C)C)cc2)n1C | 11% | 4% | -2%
CCOC(=O)c1cc(-c2ccc(N3CCOCC3)cc2)nn1-c1ccc(F)cc1F | 5% | -2% | 11%
CC(=O)c1ccc(NC(=O)CCc2c(C)nn(-c3ccc(N4CCCCC4)nn3)c2C)cc1 | 8% | . | 13%

(next part)
SMILES | TDP1 block | N370S GC mod | FEN1 inh
O=C(NCc1ccco1)c1cnccn1 | . | 1% | 3%
CCOC(=O)c1cc[nH]c1CC(=O)NC | 4% | 5% | -3%
O=[N+]([O-])c1ccccc1S(=O)(=O)NC1CCCCCCC1 | . | -8% | -21%
CCOC(=O)c1c(C)[nH]c(C)c1S(=O)(=O)N(C)CC(=O)Nc1cccc(F)c1 | 3% | -1% | 7%
O=c1cc(-c2ccccc2)[nH]c2cc(F)ccc12 | 3% | 1% | -8%
CCNC(=S)NNC(=O)c1ccc(=O)n(Cc2ccccc2)c1 | 0% | 4% | -6%
COC(=O)c1ccc(NC(=O)CC2C(=O)N(c3cccc(OC)c3)C(=O)N2Cc2ccco2)cc1 (stereo not given) | 6% | . | -10%
O=C1C=C(c2ccc(C(=O)O)cc2)C[C@@H](c2ccc3c(c2)OCO3)C1 | -18% | . | 3%
COc1ccc(N2CCN(C(=O)CNS(=O)(=O)c3ccc(C)cc3)CC2)cc1 | -1% | -2% | -1%
NC(=O)C1(N2CCCCC2)CCN(C(=O)c2cccs2)CC1 | 3% | 9% | 0%
CC(C)CN1CCC(=O)N([C@H](CN=[N+]=[N-])Cc2ccccc2)CC1 | . | -6% | -1%&-1%
Cc1ccc2c3c([nH]c2c1C)-c1nonc1CC3 | 0% | -2% | -13%
CC(C)(Cc1ccc(O)cc1)NC(=O)c1ccccc1 | . | -17% | 2%
O=C1CC(N2CCC(c3nc4ccccc4s3)CC2)C(=O)N1 (stereo not given) | 3% | 3% | 1%
CCC(=O)Nc1ccccc1-c1nc2ccccc2n(CC(=O)c2ccc(Br)cc2)c1=O | 3% | . | -8%
COCCNC(=O)CCn1c(=O)[nH]c2cc(OC)c(OC)cc2c1=O | 0% | . | 0%
CC1CCCC(C)N1C(=O)c1cc2ncc(CCCl)cn2n1 (stereo not given) | 1% | -11% | -5%
CCOCCCN(C)C1CCN(C(=O)c2oc3ccccc3c2NC(=O)Cc2cccc([N+](=O)[O-])c2)CC1 | 2% | 5% | -15%
CCOC(=O)CN1C(c2ccccc2O)Nc2ccc(Br)cc2C1c1ccccc1 (stereo not given) | 0% | 8% | -27%
COc1ccc(CNC(=O)CCCC(=O)n2nc(C)c3ccccc32)cc1 | 0% | -8% | -11%

2 of these compounds in a different format.
> Cc1ccc(CNS(=O)(=O)c2ccc(C(C)(C)C)cc2)n1C
  TDP1 block: 11%
  N370S GC mod: 4%
  FEN1 inh: -2%

> CCNC(=S)NNC(=O)c1ccc(=O)n(Cc2ccccc2)c1
  TDP1 block: 0%
  N370S GC mod: 4%
  FEN1 inh: -6%

(more compounds)
SMILES | TDP1 block | N370S GC mod | FEN1 inh
CCOC(=O)c1ccc(NC(=O)CSc2nc3cccnc3n2C)cc1 | 9% | -6% | -17%
CCOCCCN(C)C1CCN(C(=O)c2oc3ccccc3c2NC(=O)COc2cccc(C)c2)CC1 | 6% | -10% | 13%
Cc1cccc(CCNC(=O)C2CCN(S(=O)(=O)c3ccccc3)CC2)c1 | 2% | -2% | -10%
COc1ccc(NC2CCCN(C(=O)c3cc4ncccn4n3)C2)cc1 (stereo not given) | 3% | -16% | -6%
COc1ccc([N+](=O)[O-])cc1C(=O)Nc1ccc(Cc2ccncc2)cc1 | 6% | 13% | -14%
COc1cccc2c(N/N=C/c3ccc(O)c(O)c3)cc(C)nc12 | 4% | ? | -13%
N#Cc1ccccc1OCC(=O)NC(N)=O | 5% | -6% | -12%
OCCOCCNc1ncnc2sc(-c3ccccc3)cc12 | -1% | 5%[12.8 µM] | -1%
COc1ccccc1CNC(=S)Nc1ccc(S(N)(=O)=O)cc1 | . | 3% | 0%
Cc1noc(C)c1S(=O)(=O)Nc1ccc(C(=O)N2CCC(C)CC2)cc1 | -1% | -1% | .
O=C(Nc1ccc(F)cc1)c1ccc2snnc2c1 | 3% | -13% | 9%
O=C(Nc1cc(C(F)(F)F)cc(C(F)(F)F)c1)c1cc(Cl)ccc1O | 0%&0% | 2%&22% | .
Cc1ccc(-c2c(C)sc(NC(=O)C3C4CCC(O4)C3C(=O)O)c2C(=O)OC(C)C)cc1 (stereo not given) | 0% | -4% | -6%
COc1cccc(NC(=O)Nc2cc(Cl)ccc2C)c1 | 3% | 12% | -2%
COC(=O)C1=C(C(=O)OC)[C@@H]2N(C)c3ccccc3[C@@]23C[C@@H](CO)N=C3N1 | 7%[12.3 µM] | 2%[12.8 µM] | 17%
C=CCN1C(=O)[C@@H]2Cc3c([nH]c4ccccc34)C(c3ccc(O)cc3)N2C1=S (stereo not given in full) | . | -17% | 1%
O=C(CSC1CS(=O)(=O)c2cc([N+](=O)[O-])ccc21)NNC(=O)c1ccc(Cl)cc1 (stereo not given) | . | -2% | 13%
O=C(COC(=O)Cc1ccc(F)cc1)NC1CCCCCC1 | -4% | 5% | -2%
CCCCSc1nnc2c(n1)OC(c1ccc(C)s1)Nc1ccccc1-2 (stereo not given) | 7% | . | 10%
CCN(CC)CCn1c2c(c(SCC(=O)Nc3cccc4ccccc34)nc1=O)CCC2 | 1% | -7% | -4%

A run of entries taken from the entries so far:
SMILES | TDP1 block | N370S GC mod | FEN1 inh
CCOC(=O)c1ccc(NC(=O)CSc2nc3cccnc3n2C)cc1 | 9% | -6% | -17%
CCOCCCN(C)C1CCN(C(=O)c2oc3ccccc3c2NC(=O)COc2cccc(C)c2)CC1 | 6% | -10% | 13%
Cc1cccc(CCNC(=O)C2CCN(S(=O)(=O)c3ccccc3)CC2)c1 | 2% | -2% | -10%
COc1ccc(NC2CCCN(C(=O)c3cc4ncccn4n3)C2)cc1 (stereo not given) | 3% | -16% | -6%
COc1ccc([N+](=O)[O-])cc1C(=O)Nc1ccc(Cc2ccncc2)cc1 | 6% | 13% | -14%
COc1cccc2c(N/N=C/c3ccc(O)c(O)c3)cc(C)nc12 | 4% | ? | -13%
N#Cc1ccccc1OCC(=O)NC(N)=O | 5% | -6% | -12%
OCCOCCNc1ncnc2sc(-c3ccccc3)cc12 | -1% | 5%[12.8 µM] | -1%
COc1ccccc1CNC(=S)Nc1ccc(S(N)(=O)=O)cc1 | . | 3% | 0%
Cc1noc(C)c1S(=O)(=O)Nc1ccc(C(=O)N2CCC(C)CC2)cc1 | -1% | -1% | .
O=C(Nc1ccc(F)cc1)c1ccc2snnc2c1 | 3% | -13% | 9%
O=C(Nc1cc(C(F)(F)F)cc(C(F)(F)F)c1)c1cc(Cl)ccc1O | 0%&0% | 2%&22% | .
Cc1ccc(-c2c(C)sc(NC(=O)C3C4CCC(O4)C3C(=O)O)c2C(=O)OC(C)C)cc1 (stereo not given) | 0% | -4% | -6%
COc1cccc(NC(=O)Nc2cc(Cl)ccc2C)c1 | 3% | 12% | -2%
COC(=O)C1=C(C(=O)OC)[C@@H]2N(C)c3ccccc3[C@@]23C[C@@H](CO)N=C3N1 | 7%[12.3 µM] | 2%[12.8 µM] | 17%
C=CCN1C(=O)[C@@H]2Cc3c([nH]c4ccccc34)C(c3ccc(O)cc3)N2C1=S (stereo not given in full) | . | -17% | 1%
O=C(CSC1CS(=O)(=O)c2cc([N+](=O)[O-])ccc21)NNC(=O)c1ccc(Cl)cc1 (stereo not given) | . | -2% | 13%
O=C(COC(=O)Cc1ccc(F)cc1)NC1CCCCCC1 | -4% | 5% | -2%
CCCCSc1nnc2c(n1)OC(c1ccc(C)s1)Nc1ccccc1-2 (stereo not given) | 7% | . | 10%
CCN(CC)CCn1c2c(c(SCC(=O)Nc3cccc4ccccc34)nc1=O)CCC2 | 1% | -7% | -4%
